DT40 TDP1 no CPT – qHTS for Inhibitors of human tyrosyl-DNA phosphodiesterase 1 (TDP1): qHTS in cells in absence of CPT | actives 15% (n = 420,000) | DT40 Tdp1-/- hTDP1 cells, no CPT, ATP luminescence, 48 h | AID 686978, 2013 | Potency, µM (top dose mostly 46.2 µM), for inactives: at the highest dose activity change, negative = growth inhibition, usual class: inhibitors; also: nearly all actives have a fitted effect of over 55% in size
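A cellular qHTS used chicken DT40 cells lacking endogenous Tdp1 but carrying stably transfected human TDP1. Compounds were applied without camptothecin, and cell growth kinetics were judged by ATP-dependent luminescence after ≥48 hr.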
TDP1 inh – TDP1 (human) enzyme inhibition | Q9NUW8 | recombinant TDP1, AlphaScreen DNA substrate cleavage | Potency, µM (series often up to 130 µM), without a hit: top-dose activity change, negative = inhibition, usual class: inhibitors | actives 0.28% (n = 350,000); also: nearly all actives have a fitted effect of over 40% in size
Target sequence (Q9NUW8 whole entry, looked up): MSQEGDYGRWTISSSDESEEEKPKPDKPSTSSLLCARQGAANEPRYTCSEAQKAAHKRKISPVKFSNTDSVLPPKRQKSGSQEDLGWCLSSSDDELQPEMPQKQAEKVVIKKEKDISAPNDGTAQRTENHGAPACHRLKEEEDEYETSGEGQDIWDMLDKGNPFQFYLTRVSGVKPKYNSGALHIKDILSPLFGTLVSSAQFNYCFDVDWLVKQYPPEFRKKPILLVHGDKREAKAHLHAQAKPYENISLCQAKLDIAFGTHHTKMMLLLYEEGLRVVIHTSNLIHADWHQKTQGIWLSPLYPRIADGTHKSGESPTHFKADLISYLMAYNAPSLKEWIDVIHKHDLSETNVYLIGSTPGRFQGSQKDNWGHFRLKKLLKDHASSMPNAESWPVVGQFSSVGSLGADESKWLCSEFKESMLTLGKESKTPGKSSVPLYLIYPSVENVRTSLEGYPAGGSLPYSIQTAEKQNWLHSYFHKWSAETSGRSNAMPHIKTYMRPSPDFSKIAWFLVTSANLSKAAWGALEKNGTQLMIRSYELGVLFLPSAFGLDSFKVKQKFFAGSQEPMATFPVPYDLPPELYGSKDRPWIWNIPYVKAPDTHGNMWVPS
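Signal: AlphaScreen proximity between streptavidin donor and anti-FITC acceptor beads on intact substrate. Reaction: Tdp1 1 nM, substrate 15 nM final, 5 min RT after 15 min compound preincubation.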
KAT2A inh – blocks human GCN5L2 histone acetyltransferase; Q92830; GCN5L2 HAT assay, ThioGlo1 CoA-SH fluorescence; Potency, µM (titrated, usually from 58.9 µM), for inactives: at the highest dose activity change, negative = inhibition, usual class: inhibitors; actives 0.21% (n = 390,000)
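GCN5L2 (20 nM) in 50mM HEPES pH 7.5, 0.1mM EDTA, 0.01% Tween-20 preincubated 15 min with compounds at room temperature. Reaction started with H3(1-25) 75uM, acetyl-CoA 70uM, ThioGlo1 50uM; CoA-thiol fluorescence (Ex340/Em540) read at 0 and 20 min.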
* hit, by the source's call; ? = inconclusive; . = no result given; & = joins results of further samples; [ ] = dose if it differs, or a comment. Calls follow the shape of the dose curve; as a rule, active = well fitted curve in the direction sought with a large enough effect; inconclusive = small, poorly fitted or top-dose-only effect, or another doubt; inactive = no such curve, though single readings can be large; an effect the other way counts as inactive or inconclusive. % is scaled to controls: 0 for no effect and ±100 for the full control effect; potency is read from the fitted curve at half-maximal effect.

SMILES	DT40 TDP1 no CPT	TDP1 inh	KAT2A inh
CCCC(=O)NC(Nc1cccc(C(F)(F)F)c1)C(Cl)(Cl)Cl (stereo unspecified)	21µM*	-4%	1%
Cc1[nH]c(C)c(S(=O)(=O)N2CCCCC2C)c1C(=O)N1CCCC1 (stereo unspecified)	13%	6%	-3%
CC1CCC(n2c(=S)[nH]c3ccccc3c2=O)CC1 (stereo unspecified)	?	-2%	-6%
CCOc1cc(S(=O)(=O)N2CCCCC2)ccc1F	-20%	4%	-2%
COCCn1c(=O)c(-c2cc(F)cc(F)c2)nc2cnc(Oc3ccccc3)nc21	?	.	-23%
Cc1ccc(-n2nc(C(=O)N(C)Cc3ccccc3)c3c4ccccc4n(C)c3c2=O)cc1	9.2µM*	-3%	-5%
COc1ccccc1C(=O)Nn1cnc2ccccc2c1=O	-13%	4%	-1%
O=C(c1ccccc1)N1CCN(C(=S)NCc2ccco2)CC1	-13%	0%	-2%
Cc1[nH]c(=S)[nH]c(=O)c1CCCO	-16%	0%	-7%
O=C(OCC(=O)N1CCCCC1)c1ccc2c(c1)C(=O)N(Cc1ccco1)C2=O	15%	2%	4%
Fc1ccc(CN2CCN(C(c3ccccc3)c3ccccc3)CC2)cc1	?	.	-5%
Cc1ccc(S(=O)(=O)N2CCOCC2)cc1C(=O)N1CCN(S(=O)(=O)c2cccs2)CC1	-25%	0%	1%
COc1ccc(/C=N/Nc2nc(C)cc(=O)[nH]2)cc1OC	-7%	.	?
O=C(O)CN1C(=O)C(=O)N(Cc2ccc(Cl)c(Cl)c2)C1=O	8%	.	-16%
CC(C)(C)OC(=O)N1CCC(c2c(C(=O)N3CCN(c4ncccn4)CC3)cnn2-c2cccc(F)c2)CC1	-6%	3%	10%
Cc1ccc(C)c(Cn2nnc3c(=O)[nH]c(C4CCCN(C(=O)C5CCC5)C4)nc32)c1 (stereo unspecified)	-12%	6%	2%
COc1ccc(S(=O)(=O)NC2CCCCCC2)c(OC)c1	-3%	2%	-25%
CC(=O)Nc1ccc(S(=O)(=O)NCC2CCC(C(=O)NCCCOC(C)C)CC2)cc1 (stereo unspecified)	-26%&-5%	0%	-12%&-1%
COc1nc(-c2ccccc2)ccc1-c1noc(-c2ccccc2)n1	-5%	5%	-21%
COc1ccc(NC(=O)c2nc3nc(C)cc(C(F)F)n3n2)cc1OC	-17%	4%	?
COc1ccc(NC(=O)CNCc2ccc(Cl)cc2)cc1S(=O)(=O)N1CCOCC1	3%	0%	-1%
Cn1nnnc1SCCNCc1ccc(Cl)c(Cl)c1	-6%	8%	3%
CCC(C)(C(=O)NC1CCCCC1)N(C(=O)CNC(C)=O)c1c(C)n(C)n(-c2ccccc2)c1=O (stereo unspecified)	-12%	-3%	-1%
Cn1nnc(NC(=O)c2ccc(C(C)(C)C)cc2)n1	-14%	6%	0%
COCc1ccc(C(=O)NCC2(N3CCCCC3)CCCCC2)cc1	23µM*	.	-3%
COc1ccc(CCN2C(=O)N[C@@H](C(C)C)C2=O)cc1	-2%	.	-7%
CC(Oc1ccc2c3c(c(=O)oc2c1)CCC3)C(=O)NCc1cccnc1 (stereo unspecified)	-9%	2%	0%
CCOc1ccccc1NC(=O)c1nn(-c2ccc(C)cc2)c(=O)n(C)c1=O	-14%	2%	-7%
Fc1cccc(-c2n[nH]c(=S)n2-c2ccccc2)c1	15%	.	-11%
COCCNc1nc(-c2ccccc2Cl)nc2ccccc12	?	.	-10%
CC(C)(C)NC(=O)COC(=O)c1ccc(F)cc1Cl	1%	0%	-3%
COc1cc(NC(=O)C2CCN(c3cnccn3)CC2)cc(OC)c1OC	3%	5%	4%
COc1ccc(CCN2CCCC(CN(C)Cc3cc(OC)ccc3OC)C2)cc1 (stereo unspecified)	?	.	-7%
COc1ccc(NC(=S)NC2CC3CCC(C2)N3Cc2ccco2)cc1 (stereo unspecified)	-5%	0%	11%
CCC(C)(C)C(=O)O[C@@H]1C[C@@H](C)C=C2C=C[C@H](C)[C@H](CC[C@@H]3C[C@@H](O)CC(=O)O3)[C@H]21	19µM*	10%	-26%
C/C(CCc1ccccc1)=N\NC(=O)COc1ccccc1C	-8%	-3%	-9%
CCC(OC(=O)c1ccco1)C(=O)NC1CCCC1 (stereo unspecified)	4%	4%	2%
CCc1nc2sc(C(C)=O)c(N)c2c2c1CCCC2	15µM*	3%	-2%
CCSc1ccccc1C(=O)Nc1ccc(S(=O)(=O)NC(C)=O)cc1	-15%	6%	18µM*
CC(CC(=O)Nc1ccccc1)NCCCN1CCCC1=O (stereo unspecified)	-22%	.	-3%
N#Cc1c(N)nc(SCC(=O)C23CC4CC(CC(C4)C2)C3)c(C#N)c1-c1ccc(Cl)cc1	?	6%	-27%
CC(=O)NNC(=S)NC(=O)c1ccc(C)cc1	-8%	.	-1%
COc1cc(NC(=S)N2CCCCC2C)c(OC)cc1Cl (stereo unspecified)	-2%	3%	-1%
O=[N+]([O-])c1ccc(CSc2ccc(S(=O)(=O)N3CCOCC3)cn2)cc1	?	3%	-20%
CCOC(=O)c1ccccc1NC(=O)Cn1c(=O)n(-c2ccc(CC)cc2)c(=O)c2c(C)c(C(=O)N(C)C)sc21	12µM*	2%	-2%
Cc1ccc(S(=O)(=O)NCC(c2ccc(N(C)C)cc2)N2CCc3ccccc32)cc1C (stereo unspecified)	23µM*	14%	-7%
O=CNc1ccccc1Oc1ccccc1	-17%	0%	-13%
CC(=O)c1ccc(C(=O)N(CCCN(C)C)c2nc3c(C)c(C)ccc3s2)cc1	23µM*	6%	-3%
O=C(CN1C(=O)C2C3CC(C(Br)C3Br)C2C1=O)N1CCN(Cc2ccccc2)CC1 (stereo unspecified)	0%	.	-4%
Cc1nonc1NC(=O)CSc1ccc(-c2ccccc2)nn1	-16%	5%	2%
CCOC(=O)c1c2c3c(c(Cl)ccc3[nH]c1=O)C(=O)c1ccccc1-2	?	.	-7%
CC(=O)c1cccc(NC(=O)COC(=O)c2ccc3c(c2)OCCO3)c1	-26%	3%	2%
c1ccc(OCCCc2nc(-c3ccccn3)no2)cc1	-28%	2%	-1%
COc1cc(/C=N/NC(=O)CNC(=O)c2ccncc2)ccc1OC(C)=O	6%	3%	-8%
O=Cc1ccc(B(O)O)cc1	-25%	-3%	.
COc1ccc(/C=C2\SC(=O)N(CCNC(=O)CCS(=O)(=O)c3ccc(C)cc3)C2=O)cc1	21µM*	2%	-6%
CCOc1ccc(C(Nc2cccnc2)c2cc(Cl)c3cccnc3c2O)cc1 (stereo unspecified)	15µM*	-2%	-20%
Nc1ccc(C(=O)N2CCN(S(=O)(=O)c3ccc(Br)cc3)CC2)cc1[N+](=O)[O-]	?	-9%	-3%
COCCNC(=O)c1ccc2c(c1)NC(=O)CS2	-19%	7%	-3%
COc1ccc(C(CC(=O)Nc2cc(OC)c(OC)c(OC)c2)N2Cc3ccccc3C2=O)cc1 (stereo unspecified)	23µM*	8%	2%

More entries:
SMILES	DT40 TDP1 no CPT	TDP1 inh	KAT2A inh
Cc1csc(NC(=O)C2=COCCO2)n1	?	-2%	2%
CCOc1ccc(/C=N/NC(=O)Cc2csc(Nc3cccc(C(F)(F)F)c3)n2)cc1	?	9%	-17%
COc1cccc2cc(C(N)=O)/c(=N/NC(=O)COc3ccc(Cl)cc3)oc12	.	1%	-6%
COc1ccc(-n2c3c(cc(C(=O)NCC(=O)c4ccccc4)c2=O)C(=O)CC(C)(C)C3)cc1	-20%	6%	-27%
COc1ccc(N2CCn3c2nc2c3c(=O)n(CCc3ccccc3)c(=O)n2C)c(OC)c1	.	7%	13%
COc1ccc(-c2nc3cnccn3c2Nc2ccc3c(c2)OCO3)cc1	?	11%	0%
Cc1c(C(=O)Nc2ccc(Cl)cc2)c2ccccn2c1C(=O)c1ccc([N+](=O)[O-])cc1	?	5%	-3%[0.501 µM]
CCN(CC)CCCn1c2c(c(SCC(=O)Nc3ccccc3Cl)nc1=O)CCC2	-5%	0%	-3%
Cc1ccccc1NC(=O)c1ccc2c(c1)C(=O)N(CC(C)C)C2=O	-5%	.	-9%
CCOC(=O)N1CCN(C(=O)c2ccc(CN(c3ccc(C)c(C)c3)S(C)(=O)=O)cc2)CC1	23µM*	0%	1%
Cc1ccc(-c2nn(-c3ccc(F)cc3)cc2C(=O)NCC2CCCO2)cc1 (stereo unspecified)	?	0%	?
O=c1oc(-c2cccc(S(=O)(=O)N3CCOCC3)c2)nc2ccccc12	?	10%	3%
CC[C@H]1NC(=O)c2cc(S(N)(=O)=O)c(Cl)cc2N1	.	-11%[56.1 µM]	?
Cc1ccc(SCc2nc(N)nc(Nc3ccccc3C)n2)c(C)c1	?	4%	-3%
COCc1c(C(=O)N2CCN(Cc3ccc4c(c3)OCO4)CC2)oc2ccccc12	?	3%	-9%
CCN1C(=O)C(O)(C2COC(C)(C)CC2=O)c2cc(Br)ccc21 (stereo unspecified)	1.2µM*	2%	?
Cc1[nH]nc2c1/C(=N\O)CC(C)(C)C2	2%	-2%	-2%
O=C(NCc1ccccn1)c1nc(-c2cccs2)no1	9%	-3%	-7%
COc1ccc(Cl)cc1-c1nc(SCC(=O)NCC2CCCO2)n[nH]1 (stereo unspecified)	5%	1%	-1%
CNC(=S)N(Cc1cccs1)Cc1cc2ccc(OC)cc2[nH]c1=O	18µM*	5%	1%

Reformatted: 7 of the compounds above
structure,DT40 TDP1 no CPT,TDP1 inh,KAT2A inh
COc1ccc(-c2nc3cnccn3c2Nc2ccc3c(c2)OCO3)cc1,?,11%,0%
CCN1C(=O)C(O)(C2COC(C)(C)CC2=O)c2cc(Br)ccc21 (stereo unspecified),1.2µM*,2%,?
COc1ccc(Cl)cc1-c1nc(SCC(=O)NCC2CCCO2)n[nH]1 (stereo unspecified),5%,1%,-1%
COc1cccc2cc(C(N)=O)/c(=N/NC(=O)COc3ccc(Cl)cc3)oc12,.,1%,-6%
Cc1ccc(-c2nn(-c3ccc(F)cc3)cc2C(=O)NCC2CCCO2)cc1 (stereo unspecified),?,0%,?
CCOc1ccc(/C=N/NC(=O)Cc2csc(Nc3cccc(C(F)(F)F)c3)n2)cc1,?,9%,-17%
Cc1ccc(SCc2nc(N)nc(Nc3ccccc3C)n2)c(C)c1,?,4%,-3%

2 compounds picked at random from the list so far, as already listed:
SMILES	DT40 TDP1 no CPT	TDP1 inh	KAT2A inh
Cc1csc(NC(=O)C2=COCCO2)n1	?	-2%	2%
Cc1ccccc1NC(=O)c1ccc2c(c1)C(=O)N(CC(C)C)C2=O	-5%	.	-9%

(cont.)
SMILES	DT40 TDP1 no CPT	TDP1 inh	KAT2A inh
c1ccc(-c2nnc(SCc3cn4ccsc4n3)o2)cc1	?	5%	0%
COc1ccc(CCNC(=O)/C=C/c2ccc(S(=O)(=O)N3CCOCC3)cc2)cc1	0%	2%	-2%
O=C(O)c1cc(NC(=O)c2ccc([N+](=O)[O-])cc2)cc(NC(=O)c2ccc([N+](=O)[O-])cc2)c1	-7%	.	-7%
CN(C)S(=O)(=O)c1cccc(C(=O)NC2CCSc3ccccc32)c1 (stereo unspecified)	-3%	3%	0%
CC(=O)c1sc(-c2ccc(F)cc2)cc1NS(=O)(=O)c1ccccc1	-13%	6%	-2%
COC(=O)c1ccc(CS(=O)(=O)c2ccc(F)cc2)o1	-18%	.	-6%
OC[C@@H](O)C1OC2NC(=S)OC2C1O (stereo partly specified)	-7%	-3%	-2%
Cc1cc(C)c(C)c(S(=O)(=O)NCc2ccncc2)c1C	13µM*	4%[0.0935 µM]	-1%
CCC(Oc1ccc(Br)cc1Cl)C(=O)Nc1nnc(C2CC2)s1 (stereo unspecified)	-24%	2%	-10%
CCCn1cnc2c(oc3ccccc32)c1=O	-5%	.	-3%
COC(=O)[C@H]1C[C@H](O)CN1S(=O)(=O)c1ccc(Br)cc1F	-2%	1%[56.1 µM]	3%
O=C(O)c1ccc(Cl)c(S(=O)(=O)N2CCC(Cc3ccccc3)CC2)c1	-5%	1%	-3%
Cc1cc(NC(=O)Cn2nc3c(cc2=O)CCCC3)ccc1Br	-10%	6%	-2%
CCCOC(=O)c1ccc(NC(=O)C2CC(=O)N(c3ccc(C)cc3)C2)cc1 (stereo unspecified)	.	0%	-8%
N#CCCc1cccc(CCC#N)c1	7%	.	2%
O=C(NN1CCOCC1)c1ccc(Cl)c([N+](=O)[O-])c1	1%	4%[56.1 µM]	-2%
CC(C)c1ccccc1OCCCCCNCCO	?	-4%	-4%
Cc1sc2nc(CSCC(=O)Nc3ccc(C(F)(F)F)cc3)[nH]c(=O)c2c1C	?	-3%[56.1 µM]	-8%
Oc1ccc(-c2nnc(SCC3CCCCC3)o2)cc1	?	0%	-11%
CC(OC(=O)c1cc(S(=O)(=O)N2CCOCC2)ccc1F)C(=O)NCC1CCCCC1 (stereo unspecified)	?	1%	0%

Only part of the results is shown; rates above refer to the full screens.
